mouse EphA4 binding – inhibitors of EphA4 binding to KYL peptide, primary screen, biochemical, colorimetric, mouse EphA4 (AID 689). EphA4-AP binding to KYL peptide, pNPP A405; higher % means a stronger effect. one-dose inhibition, % at 10 µM; IC50 in µM for titrated hits. hit rate 0.1% among 62,000; in the data active = a potency from the dose series; inactive = the rest, 99 in 100 with inhibition below about 22%
* marks the source's active call; other numbers are inactive results. An excerpt, so the mix of outcomes need not match the whole.

`O=C(CCCn1c(=O)[nH]c2cc(Cl)ccc2c1=O)NC1CCCCCC1` gave mouse EphA4 binding -8%.
Screening COCCCNC(=O)CN(c1ccc(Cl)c(Cl)c1)S(C)(=O)=O returned mouse EphA4 binding 7%.
`N#CCCCSc1nnc(-c2ccccn2)o1` gave mouse EphA4 binding 2%.
Screening CC(O)CNCc1ccc(-c2ccccc2)cc1 (stereo not drawn) returned mouse EphA4 binding -9%.
Screening CCC(C)NC(=O)C1CCN(S(=O)(=O)c2cccc3cccnc23)CC1 (stereo not drawn) returned mouse EphA4 binding -13%.
Screening Cc1noc(C)c1C(=O)Nc1ccc(Cl)cc1C(F)(F)F returned mouse EphA4 binding -2%.
`Cc1ccccc1NC(=O)c1cccc(S(=O)(=O)Oc2ccc([N+](=O)[O-])cc2)c1` gave mouse EphA4 binding -18%.
`O=S(=O)(c1ccc(NCCc2c[nH]c3ccccc23)nc1)N1CCOCC1` gave mouse EphA4 binding -4%.
Screening O=C(NCCCN1CCOCC1)NC1CCCCC1 returned mouse EphA4 binding -6%.
COc1ccc(CCn2c(SCC(=O)Nc3cc(C)on3)nc3ccccc3c2=O)cc1OC was read as mouse EphA4 binding -8%.
O=C(CCC1(C(=O)O)CCC(=O)NC1)NCc1ccccc1 (stereo not drawn) was read as mouse EphA4 binding -24%.
`COc1ccc(/C=N/NC(=O)c2cc(-c3ccccc3OC)nc3ccccc23)cc1COC(C)=O` gave mouse EphA4 binding -3%.
For O=C(Nc1ccc(-c2nc3c(ccc4ccccc43)o2)cc1)c1ccco1 the results were mouse EphA4 binding -1%.
`Cc1ccc(NC(=O)c2cc(-c3ccco3)on2)cc1` gave mouse EphA4 binding -29%.
For Cc1ccccc1CSCCNS(C)(=O)=O the results were mouse EphA4 binding -4%.
For CCOc1cccc(-c2nnc(SCC(=O)Nc3cc(OC)cc(OC)c3)n2N)c1 the results were mouse EphA4 binding -1%.
Cc1cccn2c(=O)c3cc(C(=O)N4CCN(C(=O)c5ccco5)CC4)n(C)c3nc12 was read as mouse EphA4 binding -18%.
Screening CCOC(=O)c1cnc(-n2nc(C)cc2C)nc1NCCc1ccccc1 returned mouse EphA4 binding 4%.
`CCOC(=O)c1c(C)c(C(=O)Nc2ccc(N(C)C)cc2)c(C)n1CC` gave mouse EphA4 binding -8%.
Cc1oc(-c2cccc(Cl)c2)nc1CSCC(=O)O was read as mouse EphA4 binding 3%.
`CC(=O)C1=C(c2ccccc2)S/C(=C2/C(=S)C(C)(C)Nc3ccccc32)S1` gave mouse EphA4 binding 8%.
For COc1ccc2cc3cc(C(=O)N4CCN(c5ccccc5)CC4)oc3nc2c1 the results were mouse EphA4 binding -24%.
`O=C(NCC1CCCO1)c1nc2c(nnn2Cc2ccc(F)cc2)c(=O)[nH]1` (stereo not drawn) gave mouse EphA4 binding 2%.
`O=c1oc(-c2cccc([N+](=O)[O-])c2)nc2ccc(Br)cc12` gave mouse EphA4 binding -5%.
`CCOC(=O)c1c(C)n(CCc2ccccc2)c2ccc(O)cc12` gave mouse EphA4 binding -8%.
`CCCCOc1ccccc1Cn1c(=O)oc2ccccc21` gave mouse EphA4 binding -8%.
Screening CCOc1cc2c(cc1OCC)C(C(=O)O)C(c1cc(OC)c(OC)c(OC)c1)N(C)C2=O (stereo not drawn) returned mouse EphA4 binding 13%.
`OCCN(CCO)c1ccc(C(c2ccc(Cl)cc2)c2ccc(N(CCO)CCO)cc2)cc1` gave mouse EphA4 binding 1%.
Cc1cc(C)c(NC(=O)CS(=O)CC(=O)N2CCN(c3ccc(F)cc3)CC2)c(C)c1 (stereo not drawn) was read as mouse EphA4 binding -27%.
Screening Cc1ccc(-c2nc3c(=O)n(C)c4ccccc4c3o2)cc1 returned mouse EphA4 binding -18%.
COC(=O)c1ccccc1-c1ccc(/C=c2\sc3nc4ccccc4n3c2=O)o1 was read as mouse EphA4 binding -1%.
`CCC(C)NC(=O)CCc1c(C)nc2nc(-c3cc(OC)cc(OC)c3)nn2c1C` (stereo not drawn) gave mouse EphA4 binding -12%.
Screening O=C(COC(=O)C1COc2ccccc2O1)NC(=O)Nc1ccc2c(c1)OCCO2 (stereo not drawn) returned mouse EphA4 binding 7%.
Screening Cc1ccc(/C=C2\SC(=S)N(CC(=O)Nc3ncc(Cc4ccccc4Cl)s3)C2=O)cc1 returned mouse EphA4 binding 8%.
O=C(CN(c1ccc(F)cc1)S(=O)(=O)c1ccc2c(c1)OCCO2)NCc1ccncc1 was read as mouse EphA4 binding -12%.
Screening CCC(C)NC(=O)N[C@@H](CCSC)C(=O)O (stereo partly drawn) returned mouse EphA4 binding -21%.
O=C1/C(=C/c2cccs2)SC(=S)N1CCC(=O)N1c2ccccc2Sc2ccc(Cl)cc21 was read as mouse EphA4 binding 5%.
Screening COc1ccc(C(=O)CN2CCN(c3ccc(F)cc3)CC2)cc1OC returned mouse EphA4 binding 0%.
CN(C)S(=O)(=O)c1ccc(Nc2ccc(-c3ccc4c(c3)OCCO4)nn2)cc1 was read as mouse EphA4 binding -8%.
For O=C(Nc1ccc2oc(-c3ccncc3)nc2c1)c1ccccc1F the results were mouse EphA4 binding -16%.
For COCCn1c(SCC(=O)OC(C)C)nnc1-c1ccccc1 the results were mouse EphA4 binding 3%.
For COc1cccc(NC(=O)CCCn2c(=O)[nH]c3ccccc3c2=O)c1 the results were mouse EphA4 binding 5%.
Screening COC(=O)c1sc(N)c(C(=O)OC)c1COC(=O)c1c(C)noc1C returned mouse EphA4 binding 2%.
For CCc1nnc(NC(=O)c2cccc(S(=O)(=O)N3CC(c4ccccc4)CC3=O)c2)s1 (stereo not drawn) the results were mouse EphA4 binding 3%.
Screening COc1ccccc1CNC(=O)COC(=O)c1ccc(NC(N)=O)cc1 returned mouse EphA4 binding -6%.
Screening CCOC(=O)C(CC)/C(C)=N/NC(=O)c1ccc([N+](=O)[O-])cc1 (stereo not drawn) returned mouse EphA4 binding -22%.
c1coc(C2Nc3ccccc3C3OCCC23)c1 (stereo not drawn) was read as mouse EphA4 binding 2%.
`CCN1CCN(CCNC(=O)c2ccc(CS(=O)(=O)c3c(Cl)cccc3Cl)o2)CC1` gave mouse EphA4 binding -3%.
COC(=O)c1cc2oc(C)cc2n1CC(=O)N1CCCc2ccccc21 was read as mouse EphA4 binding -4%.
For N/C(=N\OC(=O)CC1CCCCC1)c1ccccn1 the results were mouse EphA4 binding -19%.
`COCCn1c(-c2ccc(OC)cc2)cnc1SCC(=O)Nc1cc(C)on1` gave mouse EphA4 binding -8%.
COc1ccc(OC)c(NC(=O)Cc2coc3cc(C)cc(C)c23)c1 was read as mouse EphA4 binding -3%.
COc1ccccc1Nc1nc(-c2sc(NC(=O)C(C)(C)C)nc2C)cs1 was read as mouse EphA4 binding 1%.
Screening CC1CCN(CCCNC(=O)c2n[nH]c(=O)c3ccccc23)CC1 returned mouse EphA4 binding -1%.
CCn1c(COc2ccc(Cl)cc2)nnc1SCC(=O)Nc1ccc2c(c1)OCCO2 was read as mouse EphA4 binding -11%.
Screening COc1ccc(N2CSC3=C(C#N)C(c4cc(OC)c(OC)cc4OC)CC(=O)N3C2)c(OC)c1 (stereo not drawn) returned mouse EphA4 binding 2%.
For COc1ccc(/C=N/NC(=O)CCCC(=O)NC2CCCCC2)cc1 the results were mouse EphA4 binding -7%.
`O=C(NCc1ccco1)C(=O)Nc1ccc2c(c1)OCO2` gave mouse EphA4 binding 3%.
Screening CCOc1ccc(C2N(c3ccc(F)cc3)C(=O)C3CCCN32)cc1OC (stereo not drawn) returned mouse EphA4 binding 6%.
`COC(=O)C1=C(C)NC2=C(C(=O)c3ccccc32)C1c1ccc(-c2ccc([N+](=O)[O-])cc2C)o1` (stereo not drawn) gave mouse EphA4 binding 6%.
COc1cccc(/C(C)=N/NC(=O)c2ccc(N(C)C)cc2)c1 was read as mouse EphA4 binding -11%.
For CCOC(=O)CSc1n[nH]c(NC(=O)c2cccc(C)c2)n1 the results were mouse EphA4 binding -2%.
`CCCc1nc2ccccc2c(=O)n1/N=C/c1ccccc1O` gave mouse EphA4 binding -5%.
Screening CCOC(=O)N1CCN(Cc2nc3c(c(=O)n(C)c(=O)n3C)n2CCC(C)C)CC1 returned mouse EphA4 binding -4%.
CCCNC(=O)C(=O)NCCC1=CCCCC1 was read as mouse EphA4 binding -3%.
For CCOC(=O)c1sc2nc(C)cc(C)c2c1NC(=O)c1ccco1 the results were mouse EphA4 binding -1%.
Screening O=c1cc(NCCO)c2ccccc2o1 returned mouse EphA4 binding -7%.
COc1cc(NC(=O)C2CC(=O)NC3=C2C(=O)CCC3)cc(OC)c1 (stereo not drawn) was read as mouse EphA4 binding -14%.
Screening CCC/C(O)=C1\C(=O)CC(C)(C)CC1=Nc1ccc(OC)cc1OC returned mouse EphA4 binding -8%.
Screening O=C1C2=C(SCCS2)C(=O)N1c1ccccc1 returned mouse EphA4 binding -12%.
For COc1ccc(S(=O)(=O)NCC(c2cccnc2)N2CCN(c3ccccc3OC)CC2)cc1C (stereo not drawn) the results were mouse EphA4 binding -9%.
Screening COc1ccc(Nc2c3c(c(C#N)c4nc5ccccc5n24)CCC3)cc1 returned mouse EphA4 binding -2%.
COc1cccc(NC(=O)C2CC(=O)N(C)C(=Nc3cccc(F)c3)S2)c1 (stereo not drawn) was read as mouse EphA4 binding 0%.
`CC1(C)Cc2c(C#N)c(N3CCN(C(=O)c4ccccc4Cl)CC3)nc(-c3ccco3)c2CS1` gave mouse EphA4 binding 29%.
`O=C(c1ccco1)N1CCN(c2cc(=O)n(C3CCCCC3)c(=O)[nH]2)CC1` gave mouse EphA4 binding -8%.
`CC1=CC(C)(C)NC(=S)N1c1ccccc1` gave mouse EphA4 binding -10%.
CCCn1c(C)cc(C(=O)COc2ncnc3sccc23)c1C was read as mouse EphA4 binding -8%.
CCCNC(=S)Nc1ccc(Nc2ccccc2)cc1 was read as mouse EphA4 binding -10%.
COC(=O)c1c(C)oc2ccc(OC(=O)c3ccco3)cc12 was read as mouse EphA4 binding -3%.
Screening CCOC(=O)N1CCN(S(=O)(=O)c2ccc(F)c(C(=O)Nc3cccc(C)c3C)c2)CC1 returned mouse EphA4 binding -13%.
Cc1nc(NC(=O)c2ccccc2)sc1-c1csc(Nc2cccc(C(=O)O)c2)n1 was read as mouse EphA4 binding -6%.
Screening O=C(Nc1ccccn1)NC1CCS(=O)(=O)C1 (stereo not drawn) returned mouse EphA4 binding -6%.
For O=C(CSc1c(Cl)cccc1Cl)N1CCC(c2nc3ccccc3s2)CC1 the results were mouse EphA4 binding -12%.
For CN(C)S(=O)(=O)c1ccc(C(=O)OCC(=O)NC(=O)NCc2ccccc2)cc1 the results were mouse EphA4 binding -6%.
Screening COc1cc(-c2noc(-c3ccc(Br)cc3)n2)cc(OC)c1OC returned mouse EphA4 binding 2%.
CCCC(=O)c1ccc(N2CCN(C(=O)OCC)CC2)c(F)c1 was read as mouse EphA4 binding -9%.
CCOc1ccc(Cn2nnc(C(=O)NCCc3ccc(Cl)cc3)c2N)cc1 was read as mouse EphA4 binding -4%.
For CC1CCCC(C)N1C(=O)CSc1nnc(CSc2ncccn2)n1C (stereo not drawn) the results were mouse EphA4 binding -9%.
`O=C(Nc1ccccc1N1CCN(C(=O)c2ccc(Cl)cc2)CC1)c1cc(Br)ccc1Cl` gave mouse EphA4 binding -7%.
For CCOc1ccc(C(=O)NCc2ccncc2)cc1 the results were mouse EphA4 binding -25%.
`CC(C)C1C(C#N)=C(N)Oc2n[nH]c(C(C)(C)C)c21` (stereo not drawn) gave mouse EphA4 binding -7%.
`O=C(Oc1cccc2cccnc12)c1ccc(Br)o1` gave mouse EphA4 binding -14%.
Screening C(=N\Nc1ncnc2sc3c(c12)CCC3)/c1cccs1 returned mouse EphA4 binding -17%.
For CCOc1ccc(NC(=O)CSc2nnc(CCNC(=O)c3ccc(OC)cc3)n2CC)cc1 the results were mouse EphA4 binding -4%.
Cc1onc(-c2c(Cl)cccc2Cl)c1C(=O)n1nnc2ccccc21 was read as mouse EphA4 binding -1%.
For CCc1cc2c(NCc3ccco3)ncnc2s1 the results were mouse EphA4 binding -3%.
For COc1ccc2c(Cl)c(C(=O)NCc3ccc4c(c3)OCO4)sc2c1 the results were mouse EphA4 binding -9%.
`CCOc1ccc2nc(NCCNS(=O)(=O)c3ccccc3)c(C#N)cc2c1` gave mouse EphA4 binding -3%.
Screening Nc1ccccc1C(=O)Nc1cccc(C(=O)O)c1 returned mouse EphA4 binding -6%.
O=C(Nc1nc2ccccc2n1Cc1ccc(Cl)cc1)c1ccccc1 was read as mouse EphA4 binding -20%.
For COc1ccccc1N1CCN(C(c2ccc(C)cc2)c2nnnn2C(C)C)CC1 (stereo not drawn) the results were mouse EphA4 binding -7%.

Compounds above containing an aryl thioether with sulfur outside any ring, in the order listed:
`N#CCCCSc1nnc(-c2ccccn2)o1` gave mouse EphA4 binding 2%.
COc1ccc(CCn2c(SCC(=O)Nc3cc(C)on3)nc3ccccc3c2=O)cc1OC was read as mouse EphA4 binding -8%.
For CCOc1cccc(-c2nnc(SCC(=O)Nc3cc(OC)cc(OC)c3)n2N)c1 the results were mouse EphA4 binding -1%.
For COCCn1c(SCC(=O)OC(C)C)nnc1-c1ccccc1 the results were mouse EphA4 binding 3%.
`COCCn1c(-c2ccc(OC)cc2)cnc1SCC(=O)Nc1cc(C)on1` gave mouse EphA4 binding -8%.
CCn1c(COc2ccc(Cl)cc2)nnc1SCC(=O)Nc1ccc2c(c1)OCCO2 was read as mouse EphA4 binding -11%.
For CCOC(=O)CSc1n[nH]c(NC(=O)c2cccc(C)c2)n1 the results were mouse EphA4 binding -2%.
For O=C(CSc1c(Cl)cccc1Cl)N1CCC(c2nc3ccccc3s2)CC1 the results were mouse EphA4 binding -12%.
For CC1CCCC(C)N1C(=O)CSc1nnc(CSc2ncccn2)n1C (stereo not drawn) the results were mouse EphA4 binding -9%.
For CCOc1ccc(NC(=O)CSc2nnc(CCNC(=O)c3ccc(OC)cc3)n2CC)cc1 the results were mouse EphA4 binding -4%.

High-throughput results as filed in PubChem BioAssay.
